CHRM4 agonist: CHRM4 agonism in calcium assay; P08173; CHO-K1 hM4/Gqi5, Fluo-8 calcium fluorescence; vehicle 0%, full acetylcholine response 100%; activation, % at 3 µM; actives 0.14% (n = 360,000); AID 624127;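 active = activation above the run mean over all test wells plus 3 SD, cut at about 32% in these data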;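 also: peak over basal fluorescence ratio per well then scaled between controls; 0% = DMSO wells and 100% = acetylcholine at EC100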
Target sequence (P08173 whole entry, looked up): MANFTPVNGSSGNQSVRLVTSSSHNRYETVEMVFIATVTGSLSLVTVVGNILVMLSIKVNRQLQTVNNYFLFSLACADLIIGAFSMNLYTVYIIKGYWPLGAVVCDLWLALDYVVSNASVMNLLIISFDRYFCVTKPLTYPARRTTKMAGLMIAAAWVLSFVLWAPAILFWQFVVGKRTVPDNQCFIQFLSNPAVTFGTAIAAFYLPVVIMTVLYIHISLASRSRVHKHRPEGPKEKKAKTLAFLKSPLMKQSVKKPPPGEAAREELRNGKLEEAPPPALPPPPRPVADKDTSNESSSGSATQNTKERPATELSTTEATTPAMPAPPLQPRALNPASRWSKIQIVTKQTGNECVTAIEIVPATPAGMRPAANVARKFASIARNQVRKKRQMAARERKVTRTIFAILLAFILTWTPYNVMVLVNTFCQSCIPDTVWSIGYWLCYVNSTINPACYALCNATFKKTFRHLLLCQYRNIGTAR
M1 PAM: positive allosteric modulators of human M1 muscarinic receptor. activation, % at 3 µM. P11229. AID 588819. CHO-K1 hM1, Fluo-8 calcium fluorescence, ACh EC20; 0% = ACh EC20, 100% = maximal ACh. actives 0.088% (n = 360,000); in the data active = activation above about 19%, passing the limit was not always enough
Target sequence (P11229 whole entry, looked up): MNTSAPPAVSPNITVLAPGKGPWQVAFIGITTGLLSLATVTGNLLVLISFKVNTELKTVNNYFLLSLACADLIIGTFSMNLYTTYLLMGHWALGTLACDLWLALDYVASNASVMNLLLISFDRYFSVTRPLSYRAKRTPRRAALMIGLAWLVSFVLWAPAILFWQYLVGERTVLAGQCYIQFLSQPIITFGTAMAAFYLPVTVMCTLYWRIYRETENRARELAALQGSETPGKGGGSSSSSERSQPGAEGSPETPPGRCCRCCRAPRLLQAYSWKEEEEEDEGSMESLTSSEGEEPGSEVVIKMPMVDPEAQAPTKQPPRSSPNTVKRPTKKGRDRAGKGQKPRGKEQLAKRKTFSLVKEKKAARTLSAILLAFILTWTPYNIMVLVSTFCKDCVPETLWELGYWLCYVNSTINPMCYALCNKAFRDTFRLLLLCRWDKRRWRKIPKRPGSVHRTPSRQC
CRFR2-BP ag: agonists of human CRF-binding protein/CRF-R2 receptor complex; actives 0.46% (n = 350,000); AID 588473; HEK293 CRF-R2/CRF-BP, calcium dye fluorescence (FLIPR); percent of saturating CRF peptide response; activation, % at 13.2 µM;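 active = activation of at least 50%, plus an integration ratio under a set limit after plate pattern correction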;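 also: plate controls were neutral control wells without compound for no effect and CRF at EC100 for full effect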
M4 PAM: CHRM4 positive allosteric modulation; P08173; CHO-K1 hM4/Gqi5, Fluo-8 calcium fluorescence, ACh EC20; 0% = ACh EC20, 100% = maximal ACh; activation, % at 3 µM; actives 0.4% (n = 360,000);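 active = activation above its plate's cutoff, the mean activation of sample wells plus 3 SD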; also: some results filed as inactive read as strong as hits
M5 ag: CHRM5 agonism in calcium assay; CHO-K1 hM5 cells, Fluo-8 calcium fluorescence; 0% DMSO wells, 100% maximal acetylcholine response; activation, % at 3 µM; actives 0.19% (n = 360,000); AID 624037;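 active = activation above the run's mean over test compounds plus 3 SD, cut at about 23% in these data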;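 also: signal is peak over basal fluorescence ratio across the kinetic read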
CHRM5 PAM: CHRM5 positive allosteric modulation; CHO-K1 hM5, Fluo-8 calcium, ACh EC20 PAM; 0% = ACh EC20, 100% = ACh EC100; activation, % at 3 µM; actives 0.3% (n = 360,000); AID 624038;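 active = activation above the run cutoff, the mean activation of all test compounds plus 3 SD, cut at about 18% in these data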
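Assay system – human M5 receptor in CHO-K1 cells · Read-out – % activation, ACh-normalized · Technique – Fluo-8 calcium fluorescence · Dosing – single-point, 3 µM nominal · Incubation – Fluo-8 loading 80 min at 37 °C plus 30 min room temperature · Repeats – singlicate, one well per test compound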
CHRM1 antagonist: antagonists of human M1 muscarinic receptor. P11229. CHO-K1 hM1, Fluo-8 calcium fluorescence, ACh EC80 antagonist. inhibition, % at 3 µM. actives 1.3% (n = 360,000). AID 588852;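 active = percent inhibition above its own plate's cutoff, namely the mean of that plate's compound wells plus 3 SD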;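 also: peak over basal fluorescence ratio during 140 s after agonist addition; 0% = ACh EC80 plus DMSO and 100% = DMSO alone without agonist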
M4 antag: antagonists of human muscarinic M4 receptor (CHRM4); P08173; CHO-hM4 cells, ACh EC80, Fluo-8 calcium fluorescence; inhibition, % at 3 µM; actives 0.73% (n = 360,000); AID 624125;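 active = inhibition above its plate's cutoff, the mean inhibition of sample wells plus 3 SD, cut at about 27% in these data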;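 also: 0% = acetylcholine EC80 with DMSO and 100% = DMSO without agonist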
CHRM5 antagonist: antagonists of human muscarinic M5 receptor (CHRM5); P08912; CHO-hM5 cells, Fluo-8 calcium fluorescence, ACh EC80; inhibition, % at 3 µM; actives 0.59% (n = 360,000); AID 624040;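 active = inhibition above a per-plate cutoff, the mean of that plate's test compounds plus 3 SD, cut at about 27% in these data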;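 also: 0% = acetylcholine EC80 with DMSO and 100% = DMSO without agonist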
Starred values were filed as active, the others as inactive; / = no result given.

SMILES	CHRM4 agonist	M1 PAM	CRFR2-BP ag	M4 PAM	M5 ag	CHRM5 PAM	CHRM1 antagonist	M4 antag	CHRM5 antagonist
COC(=O)C(=C/C(C)=C/c1cccs1)C(=O)OC	1	4	0.0	13	0	5	1	4	-9
C=CCC1(CC=C)CCCN1C(=O)c1ccc2oc(CCCC)nc2c1	3	-4	-2.0	-6	-6	-8	-5	1	15
O=C(COc1ccc(Br)cc1)N1CCN(c2ccccc2)CC1	4	12	-2.5	-1	-3	-4	-20	-5	-3
CC1(C)CC(=O)C(C=NCCC2=CCCCC2)=C(O)C1	1	1	-0.4	5	0	6	-6	-4	1
Cc1ccccc1-c1nc2c(s1)CCc1onc(-c3cccc([N+](=O)[O-])c3)c1-2	0	6	-1.2	8	4	8	-2	7	8
COc1ccc(NC2CCCN(C(=O)CCN3CCCO3)C2)cc1 (centres undefined)	0	20	1.4	4	0	3	-23	-5	-6
Cc1ccc(C(=O)O/N=C(\N)c2ccccn2)cc1Cl	2	17	-1.2	-1	-1	-6	-26	-4	6
Cc1cccc(OCC(=O)Nc2ccncc2)c1	8	-7	-1.1	-16	5	-6	-3	3	16
O=C(Nc1ccccc1F)c1ccncc1	0	-1	-2.4	1	0	12	3	-2	4
CC(=O)C1CCC2C3CC(O)C4=CC(=O)CCC4(C)C3C(=O)CC12C (centres undefined)	1	1	-0.2	6	3	0	-1	-8	12
OC(CNCc1ccccc1F)COc1cccc2ccccc12 (centres undefined)	7	13	-0.3	0	2	5	-11	-12	9
O=C(Nc1cccc(-n2cnnn2)c1)c1ccccc1Br	3	-2	0.7	0	-3	2	4	8	-7
O=C(c1ccc2ncsc2c1)N1CCCC(C(F)(F)F)C1 (centres undefined)	1	2	-0.3	3	2	-2	3	1	4
COc1ccc(C(C(=O)NC(C)(C)C)N(C(=O)CCC(=O)Nc2ccccn2)C2CCCCC2)cc1 (centres undefined)	1	4	0.2	0	-3	-5	-6	3	6
Cc1ccc(S(=O)(=O)NC2(C(=O)O)CCCC2)cc1	0	3	3.7	4	3	9	-4	-13	6
CCC(=O)N(Cc1ccc2c(c1)OCO2)Cc1cc2cc(OC)ccc2[nH]c1=O	0	6	0.1	3	-2	-4	-11	0	-1
Cc1cccc(C(=O)O/N=C(\N)c2ccccn2)c1	2	8	-0.4	1	-4	-3	-1	-2	16
c1ccc2[nH]c(-c3ccc4c(c3)OCO4)nc2c1	1	10	-3.1	-5	-3	-1	-17	9	7
Cc1ccc(C(=O)N(Cc2cccs2)C2CCS(=O)(=O)C2)cc1 (centres undefined)	2	10	-0.9	-13	0	2	-7	-2	-2
COC(=O)c1c(-c2cccnc2)csc1NC(=O)c1ccc2c(c1)OCO2	7	-2	0.3	-2	-3	0	1	4	6
Cc1ccc(-n2nnnc2SCC(=O)Nc2c(C)n(C)n(-c3ccccc3)c2=O)cc1	-1	0	0.6	-3	-2	0	-2	0	3
CCn1c(SC(C)C(=O)Nc2ccc3c(c2)OCCO3)nnc1C1CC1 (centres undefined)	1	3	-0.3	5	0	2	-3	-14	-2
CCN1C(=O)C2(C(C(=O)c3cc4ccccc4o3)=C(O)C(=O)N2CCCN2CCOCC2)c2ccccc21 (centres undefined)	1	-8	-0.1	1	-2	4	1	15	6
CC(C)Cn1c(CNC(=O)c2ccccc2)nc2ccccc21	2	-3	0.4	4	-8	0	3	-5	-5
CCCCOC(=O)CSC1=C(C#N)C(c2ccc3c(c2)OCO3)CC(=O)N1 (centres undefined)	1	-1	-0.1	0	-2	4	-8	1	-7
c1ccc2[nH]c(SCc3ccc(-c4nnco4)cc3)nc2c1	5	-4	0.8	-3	-8	-3	7	4	-5
COc1ccccc1N(O)C1CC(=O)N(c2ccc(F)cc2)C1=O (centres undefined)	4	5	1.7	8	1	-2	-5	-10	1
O=C(CCCO)NNc1c2ccccc2nc2ccccc12	10	-3	-0.4	-24	-1	-13	1	-11	9
Cc1cccn2c(Nc3ccccc3)c(-c3ccccn3)nc12	0	-3	-2.7	-11	-19	-3	1	-24	9
O=C(CCC1CCCN(C(=O)c2ccco2)C1)NCc1ccccc1F (centres undefined)	1	0	1.6	13	-5	4	2	-14	-5
OCc1nc2ccc(Cl)cc2[nH]1	1	4	0.0	20	-1	2	-30	0	-12
O=c1cc(O)sc2ccccc12	1	3	1.6	-2	1	-2	-6	0	1
Cc1cc(=O)oc2cc(NC(=O)C(C)Oc3ccc(F)cc3)ccc12 (centres undefined)	2	14	0.4	4	-2	-10	-16	-9	7
O=C(NC1CCS(=O)(=O)C1)c1ccc2c(c1)OCO2 (centres undefined)	1	3	-1.6	6	-1	-7	1	-3	6
CCn1cc(CN2CCN(CCC(C)C)C(CCO)C2)c2ccccc21 (centres undefined)	0	-5	-0.5	-3	-10	13	6	12	-5
CN(CCc1ccccc1)C(C(=O)c1ccc2c(c1)OCO2)c1nnnn1-c1ccccc1NC(=O)OC(C)(C)C (centres undefined)	4	/	/	-1	2	-5	/	-2	-4
CC(C(=O)Nc1ccc(F)cc1Cl)N(C)CCOc1ccccc1 (centres undefined)	1	-8	6.3	-8	-4	0	3	1	5
Fc1ccc(C(c2nnnn2C2CCCC2)N(Cc2ccco2)CC2CCCO2)cc1 (centres undefined)	-2	11	0.2	3	-6	-5	-15	-4	-7
CC(C)CNC(=O)c1cccc(NC(=O)Cc2ccc(Br)cc2)c1	6	3	-2.7	-3	4	-6	2	-4	-1
Brc1ccc(-c2cnnc(N3CCCC3)n2)cc1	3	1	2.0	-4	-5	-6	-1	-7	-2

Sorted by SMILES length (descending): some entries from above
SMILES	CHRM4 agonist	M1 PAM	CRFR2-BP ag	M4 PAM	M5 ag	CHRM5 PAM	CHRM1 antagonist	M4 antag	CHRM5 antagonist
Fc1ccc(C(c2nnnn2C2CCCC2)N(Cc2ccco2)CC2CCCO2)cc1 (centres undefined)	-2	11	0.2	3	-6	-5	-15	-4	-7
CCn1cc(CN2CCN(CCC(C)C)C(CCO)C2)c2ccccc21 (centres undefined)	0	-5	-0.5	-3	-10	13	6	12	-5
Cc1cccn2c(Nc3ccccc3)c(-c3ccccn3)nc12	0	-3	-2.7	-11	-19	-3	1	-24	9

Whole records from above.
`CC(C(=O)Nc1ccc(F)cc1Cl)N(C)CCOc1ccccc1` (centres undefined) reads CHRM4 agonist = 1; M1 PAM = -8; CRFR2-BP ag = 6.3; M4 PAM = -8; M5 ag = -4; CHRM5 PAM = 0; CHRM1 antagonist = 3; M4 antag = 1; CHRM5 antagonist = 5
`Cc1cccn2c(Nc3ccccc3)c(-c3ccccn3)nc12` reads CHRM4 agonist = 0; M1 PAM = -3; CRFR2-BP ag = -2.7; M4 PAM = -11; M5 ag = -19; CHRM5 PAM = -3; CHRM1 antagonist = 1; M4 antag = -24; CHRM5 antagonist = 9

(continued)
SMILES	CHRM4 agonist	M1 PAM	CRFR2-BP ag	M4 PAM	M5 ag	CHRM5 PAM	CHRM1 antagonist	M4 antag	CHRM5 antagonist
COc1cc(C(c2nnnn2C2CCCC2)N2CCN(C(=O)c3ccco3)CC2)cc(OC)c1OC (centres undefined)	2	5	0.5	-1	-1	8	-10	-9	9
CCN(CC)C(=O)CN(C)S(=O)(=O)c1cccc2nsnc12	0	5	2.9	11	-2	-2	-3	-11	-11
COc1ccc(C2/C(=C(/O)c3ccccc3)C(=O)C(=O)N2c2ccccn2)cc1OC (centres undefined)	0	5	-2.4	-8	0	2	8	10	2
CCCCOc1ccc(CSC2=NCCN2)cc1[N+](=O)[O-]	4	-22	0.8	-9	-10	-9	17	-2	13
CCNC(=O)c1cc2c(c(-c3cccc(-c4cncnc4)c3)n1)[C@@H](CCO)N(C(C)=O)C2	1	/	/	2	1	5	/	-1	-5
O=C(CCl)NCCNC(=O)c1cc(OCC(F)(F)F)ccc1OCC(F)(F)F	0	10	-1.2	-2	-2	4	-8	3	-7
CCOC(=O)C1(Cc2ccc(OC)cc2)CCN(C(=O)CCc2cnccn2)CC1	5	4	-0.7	2	5	2	-16	4	2
Cc1ccc2c(CC(=O)N3CCc4ccccc43)coc2c1	-1	5	3.0	1	-5	-2	-33	0	7
Cc1ccc(-c2nc3ncccc3o2)cc1NC(=O)C(C)(C)C	1	10	-1.0	0	2	5	-21	0	-5
CN(C)CC(C)(C)CNS(=O)(=O)c1cccc(Cl)c1Cl	2	-4	0.3	4	-13	1	4	-9	7
c1ccc(CN2CCC3(CCCc4ccccc43)CC2)cc1	5	-3	-0.4	-12	-1	-16	-26	9	12
O=C(NCC1CCCO1)c1ccc(CSCc2cccc(F)c2)o1 (centres undefined)	1	3	-0.5	-5	-2	-7	-4	-21	6
NC(=O)c1nsc(C(=O)N(CC(=O)NC2CCCCC2)c2ccc(Cl)cc2)c1N	2	0	0.4	0	0	-6	-5	1	8
CCOC(=O)c1ccc(N2C(=O)C(CC(N)=O)N(NC(=O)c3cccc(F)c3)C2=S)cc1 (centres undefined)	1	4	-0.9	1	-2	2	-3	-1	-1
Cc1cccc(OCC(O)Cn2c(N3CCCCC3)nc3c2c(=O)n(C)c(=O)n3C)c1 (centres undefined)	11	-4	-6.4	-13	-1	-7	7	9	23
Cc1cc(C)nc(/N=C(\N)Nc2ccc(SC(F)F)cc2)n1	96*	-28	25	-64	35*	-37	31	55*	15
COc1ccc(S(=O)(=O)Nc2ccc3c(c2)C(=O)N([C@H](C)CO)C[C@H](C)[C@@H](CN(C)Cc2ccncc2)OCCCC[C@@H](C)O3)cc1	0	2	1.0	2	0	4	-9	-6	-2
O=C(CSc1nnc(Cc2ccccc2)n1Cc1ccco1)NC12CC3CC(CC(C3)C1)C2	10	-9	-3.7	-4	0	0	6	-6	2
NC(=O)NC(=O)COC(=O)c1ccc2c(c1)C(=O)N(Cc1ccccc1)C2=O	1	1	-1.8	6	1	1	7	-2	0
CC(=O)c1cccc(S(=O)(=O)Nc2ccc3nc(C)sc3c2)c1	11	0	-1.3	-7	9	-15	17	5	17
CCOC(=O)[C@]12CCCC=C1N(CCc1ccc(OC)c(OC)c1)C(=O)[C@H](CC(=O)NCc1ccccc1)C2	19	/	/	-8	6	-6	/	1	2
Cc1ccc(S(=O)(=O)N2CCC(C(=O)N/N=C/c3ccccc3[N+](=O)[O-])CC2)cc1	2	-8	-1.4	-2	-2	0	3	-2	-1
COC(=O)CCCC(=O)OC	2	7	0.2	6	-2	-4	-10	-18	-6
NC(=O)c1cc(S(=O)(=O)Nc2ccc(OC(F)(F)F)cc2)cs1	19	-13	0.5	-11	7	-14	21	3	8
CN(C)c1ccc(S(=O)(=O)NCC(=O)N2CCN(c3ccccc3)CC2)cc1[N+](=O)[O-]	1	13	-1.9	-3	-3	-4	-8	-12	3
Cc1ccc(NC(=O)CCC(=O)OCC(=O)c2ccc(-c3ccccc3)cc2)cc1	1	10	0.1	1	-1	15	-19	-15	-12
COC(=O)C(C)N=Cc1ccccc1 (centres undefined)	1	-9	0.6	8	-2	1	14	-5	7
O=C(c1cc(Cl)nc2ccccc12)N1CCCCC1	0	15	-2.8	5	0	-6	-11	-10	-1
CCOC(=O)C1CCN(CC(=O)Nc2ccc(S(=O)(=O)N3CCC(C)CC3)cc2)CC1	6	-3	-1.3	-6	3	-6	10	1	-4
Cc1cccc(C)c1NC(=S)NC1CCCCC1	6	3	2.2	-8	-4	-5	2	-7	4
CC1(C)Cc2ccccc2C(=O)N1	1	12	-1.2	14	2	5	-12	-1	-3
CCCN1CCN(S(=O)(=O)c2ccc3c(c2)NC(=O)C(C)S3)CC1 (centres undefined)	5	7	-2.5	5	-3	-1	-12	-10	-13
